Compound activity (PubChem)
NF-kB expr up – raises NF-kB expression in human neuronal cells; 1.6% of 190,000 active; fold change at 12.5 µM; NF-kB reporter expression; active compounds read high; in the data active means fold change above about 3.3
STAT1 inh – STAT1 signaling inhibition | NIH 3T3 STAT1-luciferase reporter, IFN-gamma, luminescence | inhibition, % at 5.5 µM | 0.35% of 200,000 active | AID 920;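 active means inhibition above a set limit, the mean inhibition across all tested compounds plus 3 SD, cut at about 34% in these data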;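 further: 0% = IFN-gamma with DMSO and 100% = IFN-gamma with 300 µM nifuroxazide; values of inactives mirror those of a sister screen read the other way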
STAT3 activator – STAT3 signaling activation; U3A cells, IL-6 STAT3-luciferase reporter, luminescence; 100% = signal with IL-6 EC80 alone; activation (% of control), % at 5.6 µM; 0.91% of 190,000 active; AID 871;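 active means activation above the screen-wide mean of compound activation plus 3 SD, cut at about 130% in these data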;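 further: 0% = background luminescence of wells with medium and substrate only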
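Test system: Human STAT1-deficient U3A cells with stable STAT3-luciferase reporter | Also added: Interleukin-6, 33 ng/mL | Timing: Compound pre-incubation 1 h before IL-6, then 6 h stimulation at 37 °C | Technique: Luciferase reporter luminescence | Read-out: Percent of IL-6-only median luminescence | Benchmarks: IL-6-only wells as 100% reference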
STAT3 inh – STAT3 signaling inhibition | U3A cells, IL-6 STAT3-luciferase reporter, luminescence; host cell line lacks STAT1 | inhibition, % at 5.5 µM | 0.89% of 190,000 active | AID 862;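 active means inhibition above the mean inhibition across all screened compounds plus 3 SD, cut at about 44% in these data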;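 further: 0% = DMSO only wells and 100% = 100 µM nifuroxazide control wells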
ROMK primary – modulators of human ROMK potassium channel | P48048 | Tet-inducible ROMK, thallium flux fluorescence; actives lie on both sides | B-score at 10 µM | 2% of 130,000 active | AID 1918;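 active means signal ratio slope over the read window, or its plate-corrected B-score, at least 3 SD from the plate mean, either direction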;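 further: B-score of the F/F0 ratio slope over 7 to 12 s after thallium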
Target sequence (P48048 whole entry, looked up): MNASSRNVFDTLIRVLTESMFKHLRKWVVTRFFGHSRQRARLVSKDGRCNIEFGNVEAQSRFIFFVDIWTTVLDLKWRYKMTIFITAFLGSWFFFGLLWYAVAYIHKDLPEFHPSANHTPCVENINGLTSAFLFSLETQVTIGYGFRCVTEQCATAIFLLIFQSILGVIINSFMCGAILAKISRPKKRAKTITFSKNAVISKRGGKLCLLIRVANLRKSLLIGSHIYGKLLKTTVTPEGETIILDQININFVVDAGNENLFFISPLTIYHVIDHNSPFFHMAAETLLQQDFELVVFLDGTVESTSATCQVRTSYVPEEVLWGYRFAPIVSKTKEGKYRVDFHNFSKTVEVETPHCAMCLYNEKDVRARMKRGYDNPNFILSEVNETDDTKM
FLuc inhib CS – inhibits firefly luciferase, flagging false hits in luciferase inhibition screens; 1.5% of 200,000 active; P08659; ATPLite firefly luciferase biochemical luminescence, 10 min; inhibition, % at 10 µM; AID 1006;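 active means inhibition above about 50% when tested at 10 µM, limit read from the data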
Target sequence (P08659 whole entry, looked up): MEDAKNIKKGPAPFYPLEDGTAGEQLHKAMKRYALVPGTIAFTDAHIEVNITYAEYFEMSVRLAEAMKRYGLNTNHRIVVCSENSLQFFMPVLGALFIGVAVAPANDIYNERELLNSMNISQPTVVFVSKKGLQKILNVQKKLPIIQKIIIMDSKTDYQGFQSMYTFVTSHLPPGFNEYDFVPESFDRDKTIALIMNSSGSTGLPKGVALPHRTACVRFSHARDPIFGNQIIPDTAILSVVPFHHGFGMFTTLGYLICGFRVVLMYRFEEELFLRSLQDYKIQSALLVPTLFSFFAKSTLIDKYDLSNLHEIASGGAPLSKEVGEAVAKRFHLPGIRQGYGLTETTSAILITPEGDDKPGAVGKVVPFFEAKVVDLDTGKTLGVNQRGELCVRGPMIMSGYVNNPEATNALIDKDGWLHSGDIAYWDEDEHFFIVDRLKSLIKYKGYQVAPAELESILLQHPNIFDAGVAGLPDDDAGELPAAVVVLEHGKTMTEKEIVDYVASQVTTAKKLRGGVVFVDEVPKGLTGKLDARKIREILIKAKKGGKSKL
FLuc stim CS – firefly luciferase counter-screen for stimulation assays; P08659; ATPlite luciferase biochemical, luminescence, 10 min; 0 = ATP-free wells, 1 = DMSO control; activation factor at 10 µM; 200,000 tested, under 10 active; AID 1027;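 active means luciferase activation factor, scaled between plate controls, of at least 2 with compound at 10 µM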
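Assay system: Luciferase/luciferin detection reagent, cell-free biochemical luciferase assay / Also added: ATP substrate / Schedule: 10 min at ambient temperature / Measured by: luminescence measurement of luciferase light output / Benchmarks: low control with PBS replacing ATP, high control enzyme plus ATP without compound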
STAT1 act – increases IFN-gamma driven STAT1 reporter signal; NIH 3T3 STAT1-luciferase reporter, luminescence; 100% = IFN-gamma alone, no compound; activation (% of control), % at 5.5 µM; 2.6% of 200,000 active; AID 932;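 active means activation above the screen-wide mean activation plus 3 SD, cut at about 130% in these data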;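 further: raw ratio to IFN-gamma control signal so 100% means no change and 0% no light; values of inactives mirror those of a sister screen read the other way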
APP 5UTR inh – APP translation inhibition. SH-SY5Y APP 5'UTR-luciferase reporter, luminescence. inhibition, % at 2 µM. 0.82% of 190,000 active. AID 1285;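 active means inhibition above a set limit, derived from the sample mean plus 3 SD, cut at about 45% in these data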; further: values of inactives mirror those of a sister screen read the other way
APP 5'UTR act – APP 5'UTR luciferase reporter activation | activation, % at 2 µM | SH-SY5Y APP 5'UTR luciferase reporter, luminescence; zero percent = DMSO vehicle wells | 1% of 190,000 active;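 active means activation above a set limit, based on mean plus 3 SD of controls, cut at about 140% in these data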; further: values of inactives mirror those of a sister screen read the other way
An asterisk follows results filed as active; . = no result given; & = joins results of further samples.

SMILES	NF-kB expr up	STAT1 inh	STAT3 activator	STAT3 inh	ROMK primary	FLuc inhib CS	FLuc stim CS	STAT1 act	APP 5UTR inh	APP 5'UTR act
CCOC(=O)c1sc2cc([N+](=O)[O-])cc(SCCO)c2c1N	0.97	-0.3	94.3	6.9	-0.0972	-2.5	1	100.3	10.6	-10.6
O=C(NCC1CCCO1)C(=O)c1c[nH]c2ccccc12 (configuration not stated)	1.37	-18.0	93.5	9.4	0.209	10.0	0.9	115.6	-24.4	24.4
COc1ccc(S(=O)(=O)N2CCC(C(=O)Nc3c(F)cccc3F)CC2)cc1	1.17	-4.0	92.8	9.0	.	-9.7	1.1	104.7	-32.1	32.1
O=C(NNC(=S)NC(=O)c1cccnc1)c1ccccc1	0.9	-5.6	95.8	11.5	0.766	-9.5	1.1	105.0	-4.5	4.5
COc1ccc(/C=C/C(=O)Nc2ccc(C34CC5CC(CC(O)(C5)C3)C4)cc2)cc1OC	1.06	-43.4	116.8	-22.5	0.826	57.2*	0.4	140.9*	-77.4	77.4
O=c1cc(N2CCc3ccccc3C2)[nH]c(=O)n1-c1ccc(Br)cc1	1.24	5.5	95.3	10.1	.	-3.9	1	95.0	-21.0	21.0
O=C(O)COc1ccc(/C=N/Nc2nc(Nc3ccccc3)nc(N3CCCCC3)n2)cc1	1.18	-5.3	98.6	3.9	.	54.9*	0.5	103.3	7.8	-7.8
O=C(CNC(=O)C12CC3CC(CC(C3)C1)C2)NC1=NCCS1	1.15	-0.7	95.8	9.2	.	-6.8	1.1	100.6	-10.5	10.5
O=C(CN1C(=O)CSC1=O)NCc1ccccc1	1.13	-7.6	103.4	-2.1	-0.396	1.4	1	107.0	-18.2	18.2
CCN(CC)C(=O)COc1ccc(C=O)cc1OC	1.27	0.8	102.1	-1.3	0.703	-8.3	1.1	98.7	10.5	-10.5
O=C(CN1CCC(C(=O)c2cccc(F)c2)CC1)NCc1cccs1	0.98	0.7	97.8	6.1	-0.112	-1.9	1	99.3	-1.9	1.9
COc1ccc(C(=O)O/N=C(\N)Cc2ccc(Cl)cc2)cc1OC	0.4	14.4	98.2	9.8	.	-5.0	1.1	87.1	-7.5	7.5
Cc1cc(OCCn2ccnc2)ccc1C(C)C	1.41	7.4	88.9	11.0	0.299	3.6	1	93.5	6.7	-6.7
CCN(C1CCCCC1)S(=O)(=O)c1ccc(C(=O)O)cc1	0.99	3.4	103.5	-1.4	0.333	-5.2	1.1	96.9	-31.9	31.9
Cc1ccc(NCc2ccccc2O)cc1	2.65	-0.4	88.0	14.4	1.28	-2.3	1	100.4	-1.6	1.5
CCNC(=S)NNC(=O)CSc1nc2ccccc2[nH]1	1.04	-4.6	94.3	14.1	0.215	-5.7	1.1	102.9	-0.6	0.6
C=CCSc1nc(C)c(CC=C)c(=O)[nH]1	1.01	5.8	103.8	-2.4	-0.0206	-2.6	1	88.9	-4.8	4.8
CCOC(=O)CSc1nnc(CNc2cccc(Cl)c2)n1C	1.09	2.9	95.5	8.3	.	-6.7	1.1	94.8	-19.1	19.1
CCOC(=O)N1CCC(Nc2c(NCCCN(CC)Cc3ccccc3)c(=O)c2=O)CC1	1.94	-9.7	99.5	5.5	.	-3.5	1	108.8	-4.5	4.5
C=CCn1c(SCC(=O)Nc2cccc(C(=O)OC)c2)nnc1C(C)NC(=O)c1cccs1 (configuration not stated)	1.05	-0.3	102.7	-2.2	.	-6.3	1.1	100.3	0.5	-0.5
Cc1noc(C)c1S(=O)(=O)N1CCCC(C(=O)NCC2CCCO2)C1 (configuration not stated)	1.12	-3.5	97.9	6.4	.	1.6	1	103.2	7.0	-7.0
CC(C)[C@H](NC(=O)c1ccccc1)C(=O)OCC(=O)N1CCCCCC1	0.9	2.1	98.3	0.5	.	-1.6	1	98.1	-2.6	2.6
CN(C)CC(C)(C)CNS(=O)(=O)c1ccc(Cl)c(Cl)c1	1.08&1.14	14.6&-0.1	95.4&96.3	6.2&4.8	0.6&0.296	-4.2&-0.5	1&1	87.0&100.1	-7.7&5.8	7.7&-5.8
COC(=O)c1[nH]c2ccc(C)cc2c1NC(=O)Nc1ccc(OC)cc1	1.33	-13.7	73.2	36.9	.	3.8	1	108.8	-12.4	12.4
CC12CCC(C/C1=N\N=C1\NC(=O)/C(=C\c3ccc(Cl)cc3)S1)C2(C)C (configuration not stated)	0.95	-10.1	97.9	4.7	1.33	0.4	1	109.0	-5.8	5.8
CC(NC(=O)c1ccccc1NC(=O)CSc1nnnn1C)c1ccccc1 (configuration not stated)	0.93	-3.1	101.6	1.6	-0.194	-1.7	1	102.9	-12.1	12.1
COc1ccc(OC)c(C(=O)C2COC(=O)C2)c1 (configuration not stated)	1.3	7.4	93.8	8.8	1.15	-2.8	1	93.8	-11.8	11.8
O=C(NCc1cccs1)c1cnc2sccn2c1=O	1	-9.4	100.2	0.0	.	-3.2	1	109.8	1.6	-1.6
N/C(=N\OC(=O)Nc1ccc(Cl)c(Cl)c1)c1ncc(C(F)(F)F)cc1Cl	0.99	-0.2	103.4	0.6	1.85	-4.1	1	100.2	-16.0	16.0
O=C(COC(=O)c1cc(=O)[nH]c(=O)[nH]1)NCc1ccccc1	0.98	1.8	103.2	-4.2	.	-7.0	1.1	98.3	25.9	-25.9
CC1=C/C(=N\N=C2\NC(=O)C(CC(=O)Nc3ccccc3)S2)CC(C)(C)C1 (configuration not stated)	0.98	-8.1	95.9	11.4	-0.277	-5.7	1.1	106.1	22.0	-22.0
CCN(CC)CCSc1nc(O)c(-c2ccccc2)c(=O)n1-c1ccccc1	1.14	-5.5	94.7	14.7	-0.01	-4.9	1	105.3	-4.6	4.6
Cc1cc(C)nc(SCc2ccc(C(=O)NN=C3CCCC3)cc2)n1	1.04	-4.5	106.0	-5.7	0.491	-3.8	1	103.1	4.3	-4.3
Cc1ccccc1Cn1c(=N)n(CC(=O)c2ccc([N+](=O)[O-])cc2)c2ccccc21	0.85	2.5	101.1	1.1	.	-5.3	1.1	97.8	19.8	-19.8
CC(NC(=O)OCc1ccccc1)C(=O)NCC(=O)NC(Cc1ccc(OC(C)(C)C)cc1)C(=O)OC(C)(C)C (configuration not stated)	0.97	8.6	103.0	-4.8	.	-4.2	1	92.3	-0.7	0.7
Cc1cc(C)c([N+](=O)[O-])cc1-c1ccc(/C=N/c2c(-c3ccco3)nc3ccccn23)o1	0.98	-14.6	102.7	-3.0	.	0.3	1	113.3	-7.4	7.4
COc1ccc(S(=O)(=O)N2CCN(C(=O)Cc3cccs3)CC2)cc1	1.08	12.6	83.0	23.7	.	-3.8	1	88.5	3.5	-3.5
CCOC(=O)c1ccc(NC(=O)c2cc3c(C)nn(-c4ccccc4Cl)c3s2)s1	1.02	0.4	100.4	-3.0	-0.0998	-0.7	1	101.9	-4.7	4.7
O=C1c2ccccc2C(Nc2ccc3c(c2)OCO3)N1Cc1ccco1 (configuration not stated)	1.07	2.7	104.3	0.1	.	-3.0	1	97.6	-20.5	20.5
CCOC(=O)C(CCCOc1cccc(CC)c1)C(=O)OCC	1.06	3.3	101.1	-1.1	-0.346	-3.5	1	97.0	-6.0	6.0
CCCCn1c(O)c(/C=C/C=C/C=Nc2ccccc2)sc1=S	1.22	5.5	95.7	15.9	0.0217	37.3	0.6	94.3	-10.1	10.1
CCOC(=O)CSc1nc(C)cc(Oc2ccc(=O)n(C)n2)n1	1.26	0.0	90.7	10.7	-0.307	1.8	1	100.0	41.9	-41.9
Cc1ccc2c(Cl)cc(Cl)c(OCC(=O)Nc3ccc(C)c(S(=O)(=O)N(C)C)c3)c2n1	0.99	-2.3	103.9	-5.1	.	-2.6	1	102.1	-2.6	2.6
COc1ccc(C(=O)NN2C(=O)C3C(c4ccccc4)C=CC(c4ccccc4)C3C2=O)cc1 (configuration not stated)	0.98	15.5	94.2	2.8	.	-8.0	1.1	85.9	1.1	-1.1
CC(C)Nc1nc(NC(C)C)nc(OCCOC(=O)c2ccccc2)n1	1.99	1.3	100.9	2.7	0.0201	-6.6	1.1	98.8	19.7	-19.7

Compound profiles, as listed above.
Shown for `O=C1c2ccccc2C(Nc2ccc3c(c2)OCO3)N1Cc1ccco1` (configuration not stated) : NF-kB expr up = 1.07; STAT1 inh = 2.7; STAT3 activator = 104.3; STAT3 inh = 0.1; ROMK primary = .; FLuc inhib CS = -3.0; FLuc stim CS = 1; STAT1 act = 97.6; APP 5UTR inh = -20.5; APP 5'UTR act = 20.5
Shown for `CCN(CC)CCSc1nc(O)c(-c2ccccc2)c(=O)n1-c1ccccc1` : NF-kB expr up = 1.14; STAT1 inh = -5.5; STAT3 activator = 94.7; STAT3 inh = 14.7; ROMK primary = -0.01; FLuc inhib CS = -4.9; FLuc stim CS = 1; STAT1 act = 105.3; APP 5UTR inh = -4.6; APP 5'UTR act = 4.6

(listing goes on)
SMILES	NF-kB expr up	STAT1 inh	STAT3 activator	STAT3 inh	ROMK primary	FLuc inhib CS	FLuc stim CS	STAT1 act	APP 5UTR inh	APP 5'UTR act
CC(=O)NC1C(Oc2ccc(C)cc2)OC2COC(c3ccco3)OC2C1O (configuration not stated)	1.34	1.2	95.7	2.7	0.00379	-4.9	1	98.9	3.1	-3.1
CN(C)c1ccnc(Oc2ccc(Cl)cc2)c1C#N	1.21	-14.5	99.3	6.7	.	5.4	0.9	113.0	.	.
c1ccc(-c2ccc(Oc3cc(N4CCOCC4)nc(-c4ccccc4)n3)cc2)cc1	1.18	-6.1	96.3	5.0	1.08	-7.1	1.1	105.5	8.8	-8.8
C/C(=N\NC(=O)c1ccc(F)cc1)c1ccc(N2CCOCC2)cc1	1.13	13.1	95.9	11.4	-0.433	-4.1	1	86.6	-11.2	11.2
O=C(CSc1nnc(-c2cccs2)o1)OC1CCCCC1	1.14	-4.2	93.8	11.6	.	6.9	0.9	102.2	4.8	-4.8
NNc1ccc2c(C(F)(F)F)cc(C(F)(F)F)nc2n1	1.29	3.4	104.8	-4.0	0.215	-4.6	1	96.8	-6.6	6.6
COc1cccc(C2=NOC(C(=O)N3CCN(Cc4ccccc4)CC3)C2)c1OC (configuration not stated)	1.01	-6.7	100.2	2.4	.	-3.7	1	106.1	-13.6	13.6
CN1C(=O)N(C)c2ccc(C=O)c3cccc1c23	1.01	-2.9	82.8	25.0	-3.43*	-0.5	1	99.6	-4.9	4.9
COc1ccc(CCNC(=O)CSc2nnnn2-c2ccc(OC)c(OC)c2)cc1OC	1	5.6	98.8	4.9	.	-6.6	1.1	93.7	-13.5	13.5
CCOC(=O)c1nnc2cc(-c3ccc(Br)cc3)nn2c1C	1.12	-4.1	89.2	17.1	.	-3.4	1	103.8	-12.5	12.5
O=C(Nc1cccc(Cl)c1)NC1CC2CCC(C1)N2Cc1ccco1 (configuration not stated)	1.01	14.9	86.0	22.5	1.18	4.1	1	84.9	6.4	-6.4
CCCCN(C)CCNS(=O)(=O)c1ccc2c(c1)n(C)c(=O)c(=O)n2C	0.96	-1.4	102.3	2.1	.	-9.9	1.1	101.3	1.8	-1.8
COc1ccc(OC)c(S(=O)(=O)Nc2ccc(CC(=O)O)cc2)c1	1.22	1.1	99.7	4.8	-0.31	-7.4	1.1	100.3	17.9	-17.9
CN(C)C(/C=C/Nc1ccccc1F)=C(C#N)C#N	1.12	-0.3	113.6	-10.6	.	-4.1	1	100.3	.	.
